Screening data as filed in PubChem.
E coli WT inh: growth inhibitors of wild type E. coli, primary screen, strain BW25113 wild type, absorbance readout. E. coli BW25113 growth inhibition, OD600. inhibition, % at 10 µM. 0.05% of 20,000 active; in the data active means inhibition above about 40%;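 further: bacteria exposed to compound for 20 hours at 37 °C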
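System: bacterial strain in a whole-cell growth screen; medium: LB broth with 50 µg/mL kanamycin; detection: absorbance at 615 nm; schedule: 20 h exposure, 37 °C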
Active calls of the source: *.

molecule,E coli WT inh
COc1ccc(C)cc1NC(=O)NCCC1=CCCCC1,-15
Nc1ncnc2c1ncn2CCNCCc1ccccc1,-22
CCOc1nc(C)ccc1-c1noc(-c2ccco2)n1,-14
Cc1ccc(S(=O)(=O)N(C)CC(=O)N2CCOCC2)cc1,-14
CCn1c(CNC(=O)c2ccc(OC)c(OC)c2)nnc1SCC(=O)c1ccc(OC)cc1,-15
CCOC(=O)C(NC(=O)OC(C)C)(Nc1nccs1)C(F)(F)F (stereo not drawn),-2
CCOC(=O)CSC1=Nc2ccccc2C2=NC(CC(=O)NCc3ccc(OC)cc3)C(=O)N12 (stereo not drawn),-2
O=C(O)CCNc1nc(-c2ccccc2)nc2ccccc12,-2
Cc1cccc(C2CC(c3ccccc3)Nc3nc(N)nn32)c1 (stereo not drawn),4
C=CCN(C(=O)CNS(=O)(=O)c1ccccc1)C(C(=O)NCCOC)c1ccncc1 (stereo not drawn),2
Cc1c(N(C)C)nc2ccccc2c1N,21
CSc1nc(=NC(C)=O)ss1,-3
O=C(Nc1ccccc1)Nc1ccccc1C(=O)NCc1ccco1,-14
CC(C)=CC(=O)Nc1ccc(Br)cc1,10
COc1ccc(C2(C(=O)NCC3CCCO3)CCOCC2)cc1 (stereo not drawn),-1

An excerpt of these results, as labelled records:
> O=C(O)CCNc1nc(-c2ccccc2)nc2ccccc12
  E coli WT inh = -2

> Cc1cccc(C2CC(c3ccccc3)Nc3nc(N)nn32)c1 (stereo not drawn)
  E coli WT inh = 4

(list continues)
molecule,E coli WT inh
CC(=O)N1c2c(cc(Br)cc2S(=O)(=O)NCC2COc3ccccc3O2)CC1C (stereo not drawn),-1
COc1cccc(-c2noc(C3CCCN(C(=O)Cc4ccccc4)C3)n2)c1 (stereo not drawn),8
CCOC(=O)C1CCN(Cc2nc3ccccc3c(=O)n2-c2ccc(OCC)cc2)CC1,-19
Cn1nc(-c2ccc(OCC(=O)Nc3cccnc3)cc2)c2ccccc2c1=O,3
O=C(C1CCCN(S(=O)(=O)c2cccc3nonc23)C1)N1CCC(Cc2ccccc2)CC1 (stereo not drawn),0
COc1ccccc1NC(=O)c1ccccc1NS(=O)(=O)N1CCCC1,-13
CC12CN(C(=O)c3ccccc3)C3(C#N)CC1CCC23C (stereo not drawn),-18
O=C(CCCn1c(=O)c2sccc2n(Cc2cc(=O)n3ccccc3n2)c1=O)NCc1ccco1,11
CCOC(=O)c1c(N)sn(-c2ccccc2)c1=S,-2
COC(=O)c1ccccc1NC(=O)C12CCC(C)(C(=O)O1)C2(C)C (stereo not drawn),-3
CCCCCC#CCC#CCC#CCC#CCCCC(=O)O,7
CCCn1c(CNC(=O)c2ccccc2)nc2ccccc21,-21
CC1CCCCN1S(=O)(=O)c1ccc(NC(=O)c2cccs2)cc1 (stereo not drawn),1
CCn1c(=O)c(C(=O)Nc2cccnc2)c(O)c2ccccc21,-3
CC(=O)Nc1cc(C(=O)c2ccccc2)ccc1N1CCOCC1,0
Cc1nc(Nc2nc(=O)c3ccccc3n2C)nc2c(C)cccc12,11
COc1cc(OC)nc(NC(=O)CSc2nc3ccccc3[nH]2)n1,1
CC1CCN(C(=O)CSc2nnc(-c3cccnc3)n2C2CCCCC2)CC1,7
CN1CCn2c1nc(N1CCOCC1)nc2=O,-20
CCN1CCCC(OC(=O)Nc2ccccc2)C1 (stereo not drawn),-15
Cc1ccc(-c2nnn(CC(=O)N(CC(=O)NC3CCCCC3)c3cnc4ccccc4c3)n2)o1,-9
CCN(c1cccc(C)c1)S(=O)(=O)c1ccc2[nH]c(=O)c(=O)[nH]c2c1,-2
COc1ccc(NC(=O)Nc2ccc(C)cc2OC(F)F)cc1OC,-9
CC(C)c1cc(C(N)=O)c(NC(=O)C2CCC2)s1,-14
COCCNC(=O)c1ccc2c(c1)nc(C)n2-c1cccc(F)c1,9
COc1ccc(CCNC(=O)C2CCN(C(=O)N(C)C)CC2)cc1OC,9
Cc1nnc2sc(-c3csc4c3CCCC4)nn12,-21
COc1ccccc1-c1nnc(SCc2nc3ccccc3[nH]2)n1C,-16
Nc1nc(CSc2nnnn2-c2ccccc2)nc(N2CCCc3ccccc32)n1,5
CCS(=O)(=O)Nc1ccc(C(=O)CC2(O)C(=O)Nc3ccccc32)cc1 (stereo not drawn),11
CCN(CC)CCCN1C(=O)C(=O)/C(=C(/O)c2ccccc2)C1c1ccccn1 (stereo not drawn),-4
CC1(C)CC(=O)C(CC(=O)NC(=O)NCc2ccccc2)=C(O)C1,-4
COc1ccccc1NC(=O)c1ccccc1-c1nc(-c2ccccc2OC)no1,-13
CC(=O)[C@@]1(O)CC[C@H]2[C@@H]3C[C@H](C)C4=CC(=O)C=C[C@]4(C)[C@@]3(F)[C@@H](O)C[C@@]21C,-2
CCCC(=O)Nc1ccccc1NC(C)=O,-11
COc1ccc(-n2c(C)nnc2SCC(=O)N2C(C)CCCC2C)cc1 (stereo not drawn),-1
COc1ccc(N(CC(=O)Nc2ccc3c(c2)OCCO3)S(=O)(=O)c2cccnc2)cc1,4
O=C(CSc1nc(-c2ccccc2)cs1)NCc1ccco1,0
C=CCN1C(=O)C2(c3ccccc31)C1CCCC=C1C(C#N)=C(N)C2(C#N)C#N (stereo not drawn),9
COC(=O)c1ccc(-c2ccco2)n1Cc1nc(-c2ccc(OC)c(OC)c2)oc1C,-5
CCOC(=O)c1ccc(NC(=O)c2cnccn2)cc1,-10
O=C(CCn1cnc2ccccc2c1=O)Nc1ccc2c(c1)OCCO2,-16
Cc1cc(C)c(C#N)c(N2CCN(CCOc3ccc(Cl)cc3)CC2)n1,-14
CCn1c(C)nc2cc(C(=O)OCCC(F)(F)F)ccc21,0
CCc1nc(N[C@@H](Cc2c[nH]c3ccccc23)C(=O)O)c2oc3ccccc3c2n1,-1
COC(=O)c1ccsc1NC(=O)CN1C(=O)CCC1=O,22
CCCCc1nnc(NC(=O)CSc2nc(=O)cc(N)n2-c2ccccc2)s1,-21
Cc1cccc(C(=O)N2CCN(C(=O)c3cccc(C)c3)C(C)C2)c1 (stereo not drawn),-1
COc1ccc(S(=O)(=O)N2CCC(C(=O)Nc3c(F)cccc3F)CC2)cc1,-2
N#CCC(=O)NCC1(c2ccccc2)CCCC1,-12
COC(=O)c1sccc1NC(=O)C1CC2CCC1C2 (stereo not drawn),-8
CC(NC(=O)Cc1cccs1)c1ccc2c(c1)OCO2 (stereo not drawn),-2
O=C(Nc1c(F)cc(F)cc1Br)c1ccco1,-11
CN=c1sc2ccccc2n1CC(O)COCc1ccco1 (stereo not drawn),7
COc1ccccc1NC(=O)C1=C(C)Nc2nc(CCCO)nn2C1c1cccnc1 (stereo not drawn),-7
Cc1ccc(NC(=O)C2CC(=O)NC(N3CCCCC3)=N2)cc1Cl (stereo not drawn),6
O=C(OCC(=O)N1CCC(Cc2ccccc2)CC1)c1ccc[nH]c1=O,10
COc1ccc(NC(=O)Nc2c(C)n(-c3ccccc3)c(=O)n2C)cc1OC,-20
CN(C1CCCCC1)S(=O)(=O)c1ccc(NC(=O)c2ccco2)cc1,2
CC1Cc2cc(/C(O)=C3/C(=O)C(=O)N(Cc4ccco4)C3c3cccs3)ccc2O1 (stereo not drawn),-16

(continued)
molecule,E coli WT inh
CCCCS(=O)(=O)c1sc2nc(C)cc(C)c2c1N,1
CNC(=O)c1cc(C)c(-c2ccccc2)s1,-18
COc1ccc(NC(=O)CSc2nc(C)cc(C(F)(F)F)n2)cc1,-10
CC(=O)O[C@H]1CSC[C@H]1NC(=O)c1ccccc1,-2
CCc1cccc2c3c([nH]c12)C(CC)(CC(=O)O)OCC3 (stereo not drawn),0
O=C(O)c1ccc2oc(SCC(=O)N3CCCCC3)nc2c1,-6
O=C(Nc1nncs1)C1COc2ccccc2O1 (stereo not drawn),-22
O=C(O)C1CC(=O)N(Cc2ccccc2)C1 (stereo not drawn),-9
COc1ccc(-c2nnco2)cc1OC,-23
O=C(NCCOc1ccccc1)c1ccc2c(c1)OCO2,-15
COc1ccccc1NC(=O)C1=C(C)Nc2ncnn2C1c1ccc(C)o1 (stereo not drawn),-5
CCOc1ccc2[nH]c(=O)c(CN(Cc3ccccc3)C(=O)N3CCCC3)cc2c1,-2
CCOC(=O)C1=C(N)OC2=C(C(=O)CC(C)(C)C2)C1c1ccoc1 (stereo not drawn),-3
CCC(=O)N1CCN(c2ccc(Cl)cc2NC(=O)Cc2ccccc2)CC1,-19
O=S(=O)(c1cc(Cl)ccc1Br)N1CCCCC1,-20
CCC(=O)Nc1ccc(S(=O)(=O)c2ccc(NC(=O)CC)cc2)cc1,2
CS(=O)(=O)N(CC(=O)Nc1cccnc1)c1ccc2c(c1)OCCO2,-2
Cc1ccccc1CSCC(=O)c1c(N)n(C)c(=O)n(C)c1=O,6
CC(C)Cn1c(CN(Cc2ccccc2)Cc2ccccc2)nc2c1c(=O)n(C)c(=O)n2C,1
CN(C(=O)c1ccc(NC(=O)C2CC=CCC2C(=O)O)cc1)c1ccccc1 (stereo not drawn),-22
Cc1ccc2c(c1)C(O)(CC(=O)c1cccnc1)C(=O)N2 (stereo not drawn),-23
COC(=O)c1ccc(-c2ccc(CNCC(O)c3ccccc3)o2)cc1 (stereo not drawn),0
OC(CN1CCCCC1)CN(c1ccccc1)c1ccccc1 (stereo not drawn),-20
Cc1c(NC(=O)CSc2nncc3ccccc23)c(=O)n(-c2ccccc2)n1C,-23
COC(=O)c1ccccc1OCC(=O)NC1CCCCC1,-6
CCC(CC)C(=O)Nc1cccc(C(=O)N2CCCCCC2)c1,-12
Cc1ccc(S(=O)(=O)c2cc3c(=O)n4ccccc4nc3n(CC3CCCO3)c2=N)cc1C (stereo not drawn),6
Cc1ccc2c(c1)CCCN2C(=O)Nc1ccc2c(c1)OCO2,-2
CON(C)c1nc(Oc2ccc(=O)[nH]n2)nc(N(C)C)n1,3
CCNC(=O)CN(c1ccc(OC)c(OC)c1)S(=O)(=O)c1ccccc1,-15
CC(CN(C)Cc1ccccc1)OC(=O)c1ccc2c(c1)OCCO2 (stereo not drawn),-2
CN(C1CCS(=O)(=O)C1)S(=O)(=O)c1ccc(N2CCCC2=O)cc1 (stereo not drawn),-22
Oc1c(I)cc(I)c2cccnc12,15
NC(=O)C1CCCN(S(=O)(=O)c2ccccc2)C1 (stereo not drawn),-16
COc1ccc(NC(=O)c2ccco2)cc1NC(=O)c1ccc(Br)o1,2
Cc1nn(CC(O)COc2ccc3c(c2)CCC3)c(C)c1C (stereo not drawn),-11
CS(=O)(=O)N1CCN(C(=O)c2ccc(-c3ccccc3)cc2)CC1,-2
CC(C)(C)OC(=O)NC(CCNC=C1C(=O)OC(C)(C)OC1=O)C(=O)O (stereo not drawn),-4
CSc1nc(-c2ccco2)nn1S(=O)(=O)c1ccccc1,-24
COc1cccc(-n2c(CNc3ccc(F)cc3)nnc2SCC(N)=O)c1,-1
O=C1c2ccccc2CN1CCNS(=O)(=O)c1ccc(Cl)cc1,-4
CC(C)Cn1c(=O)c(C(=O)Nc2ccccc2S(N)(=O)=O)c(O)c2ccccc21,-4
CCCCC(CC)C(=O)Nc1ccccc1C(=O)NC(C)C (stereo not drawn),-15
CC1(CCc2ccc3c(c2)OCO3)NC(=O)c2ccccc2N1 (stereo not drawn),-16
O=C(CCc1ccccc1)Nc1cccc(-c2nnc(-c3ccco3)o2)c1,-20
CCCNC(=O)CN(C1CCCCC1)S(C)(=O)=O,-23
CCOC(=O)c1sc(N2C(=O)C(O)=C(C(=O)c3ccco3)C2c2ccccc2)nc1C (stereo not drawn),-3
FC(F)(F)c1cc(-c2ccccc2)nc(N2CCCCCC2)n1,-15
O=C(CCn1c(=O)sc2ccccc21)Nc1nccs1,15
Cc1ccc(-c2nn(C)c(=O)c3ccccc23)cc1CNS(C)(=O)=O,-15
O=C(C1=C(O)C(=O)N(CCN2CCOCC2)C1c1ccccn1)c1cccs1 (stereo not drawn),-21
O=C(Nc1nncs1)c1c(F)c(F)c(F)c(F)c1F,-16
Cn1c(SCc2ccc3c(c2)OCO3)nnc1-c1ccccc1,0
Cc1ccc(CCNC(=O)C2CCCN(S(=O)(=O)c3cnc[nH]3)C2)cc1 (stereo not drawn),12
O=C1c2ccccc2C(=O)N1c1n[nH]c(CCc2ccccc2)n1,-19

Molecules from the list above that contain an aryl thioether with sulfur outside any ring:
molecule,E coli WT inh
CCn1c(CNC(=O)c2ccc(OC)c(OC)c2)nnc1SCC(=O)c1ccc(OC)cc1,-15
CSc1nc(=NC(C)=O)ss1,-3
COc1cc(OC)nc(NC(=O)CSc2nc3ccccc3[nH]2)n1,1
CC1CCN(C(=O)CSc2nnc(-c3cccnc3)n2C2CCCCC2)CC1,7
COc1ccccc1-c1nnc(SCc2nc3ccccc3[nH]2)n1C,-16
Nc1nc(CSc2nnnn2-c2ccccc2)nc(N2CCCc3ccccc32)n1,5
COc1ccc(-n2c(C)nnc2SCC(=O)N2C(C)CCCC2C)cc1 (stereo not drawn),-1
O=C(CSc1nc(-c2ccccc2)cs1)NCc1ccco1,0
CCCCc1nnc(NC(=O)CSc2nc(=O)cc(N)n2-c2ccccc2)s1,-21
COc1ccc(NC(=O)CSc2nc(C)cc(C(F)(F)F)n2)cc1,-10
O=C(O)c1ccc2oc(SCC(=O)N3CCCCC3)nc2c1,-6
Cc1c(NC(=O)CSc2nncc3ccccc23)c(=O)n(-c2ccccc2)n1C,-23
CSc1nc(-c2ccco2)nn1S(=O)(=O)c1ccccc1,-24
COc1cccc(-n2c(CNc3ccc(F)cc3)nnc2SCC(N)=O)c1,-1
Cn1c(SCc2ccc3c(c2)OCO3)nnc1-c1ccccc1,0

Only part of the results is shown; the hit share may differ from the screen's.
